Screening results from PubChem BioAssay.
phage Ecoli inh: growth loss of phage-infected E. coli, primary screen, RecBCD inhibitor project, absorbance, with phage, HTS. inhibition, % at 11.9 µM. 360,000 compounds, 0.26% hits; in the data active = inhibition above about 11%
DSG3 Ab inh: inhibitors of pemphigus antibody binding to DSG3, primary screen, biochemical, bead-based, flow cytometry, scFv-GFP; Desmoglein-3 (Homo sapiens), P32926; DSG3-coupled beads, scFv-anti-DSG3-GFP binding; hits give low values; binding (percent of control), % at 10 µM; 310,000 compounds, 0.48% hits;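 active = binding more than 3 SD below its plate's average and above zero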;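 also: hits lower antibody fragment binding to DSG3; some compounds called inactive have numbers as strong as hits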
Ecoli viability: E. coli V3065 growth inhibition, primary screen, counter-screen for AddAB inhibitor project, absorbance, OD600; 330,000 compounds, 0.27% hits; inhibition, % at 11.9 µM; 18 h;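 active = inhibition above the campaign's mean inhibition across all tested compounds plus 3 SD, cut at about 9.9% in these data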;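 also: uninfected addAB+ strain grown without phage in ampicillin broth; 0% = DMSO wells and 100% = ciprofloxacin 0.95 µg/ml wells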
MOR-DOR inv ag: inverse agonists of MOR-DOR heterodimerization, primary screen, cell-based, luminescence; 340,000 compounds, 0.21% hits; cell-based MOR-DOR heterodimer luminescence, inverse agonism; inhibition, % at 9.3 µM; Mu-type opioid receptor (Homo sapiens) + Delta-type opioid receptor (Homo sapiens), …; in the data active = inhibition above about 22%, passing the limit was not always enough;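 also: 0% = cells with DMSO and 100% = wells without cells with DMSO; values of inactives mirror those of a sister screen read the other way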
Target sequence (P35372 whole entry, looked up): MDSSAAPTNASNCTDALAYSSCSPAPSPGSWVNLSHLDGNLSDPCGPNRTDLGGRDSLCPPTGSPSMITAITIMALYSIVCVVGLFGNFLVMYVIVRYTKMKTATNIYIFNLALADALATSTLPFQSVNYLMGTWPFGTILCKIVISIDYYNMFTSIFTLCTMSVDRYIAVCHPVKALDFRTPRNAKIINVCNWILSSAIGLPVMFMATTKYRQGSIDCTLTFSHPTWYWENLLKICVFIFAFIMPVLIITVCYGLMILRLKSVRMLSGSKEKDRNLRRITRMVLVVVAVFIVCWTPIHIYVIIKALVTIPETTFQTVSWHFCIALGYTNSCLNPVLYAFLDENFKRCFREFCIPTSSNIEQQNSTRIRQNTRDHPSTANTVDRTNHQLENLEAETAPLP
Target sequence (P41143 whole entry, looked up): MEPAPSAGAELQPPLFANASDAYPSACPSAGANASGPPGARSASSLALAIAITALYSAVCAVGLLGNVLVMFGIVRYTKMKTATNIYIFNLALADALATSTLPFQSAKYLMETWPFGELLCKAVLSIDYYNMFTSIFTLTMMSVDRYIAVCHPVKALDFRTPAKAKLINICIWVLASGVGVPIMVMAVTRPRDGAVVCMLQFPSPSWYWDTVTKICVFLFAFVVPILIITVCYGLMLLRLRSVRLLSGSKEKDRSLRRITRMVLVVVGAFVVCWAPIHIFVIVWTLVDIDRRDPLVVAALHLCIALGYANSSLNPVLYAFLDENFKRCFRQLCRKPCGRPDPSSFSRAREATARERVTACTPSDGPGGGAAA
SUMO Mot1 rescue: yeast Mot1-301 growth rescue at high temperature, primary screen, SUMOylation pathway inhibitor project, S. cerevisiae, ATP luminescence, 38.5C; 320,000 compounds, 1% hits; growth rescue, % at 18.8 µM; S. cerevisiae Mot1-301 growth rescue; percent above DMSO median, 100 means doubled;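 active = every valid replicate shows activation above 250% relative to neutral control wells; inactive = the rest, any valid replicate at or below 250%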;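 also: OY570 slx delta 5 strain wells were the positive control but not used for scaling; some compounds called inactive have numbers as strong as hits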
HTR5A ag: HTR5A agonists in luminescence cell assay, primary screen, counter-screen for OPRM1-OPRD1 heterodimer agonist project, full-deck HTS; cell-based; activation, % at 9.3 µM; 340,000 compounds, 0.61% hits; AID 504692, 2011; in the data active = activation mostly above about 9.5%, no sharp cut-off; inactive = mostly below about 7.6%;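 also: 0% = cells with vehicle only and 100% = reference agonist; strong numbers were not always called active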
AddAB inh: growth inhibition of E. coli expressing H. pylori AddAB, primary screen, AddAB inhibitor project, absorbance. AID 435030, 2010. inhibition, % at 11.9 µM. 330,000 compounds, 0.29% hits; in the data active = inhibition above about 12%;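 also: 0% = vehicle wells of infected cells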
OPRM1-OPRD1 ag: agonists of OPRM1-OPRD1 heterodimerization, primary screen, cell-based, luminescence; Mu-type opioid receptor (Homo sapiens) + Delta-type opioid receptor (Homo sapiens), …; cells; activation, % at 9.3 µM; 340,000 compounds, 0.3% hits; AID 504326, 2011; in the data active = activation above about 18%;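 also: 0% = vehicle-treated cells and 100% = reference agonist; values of inactives mirror those of a sister screen read the other way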
HTR5A inv ag: HTR5A inverse agonists in luminescence cell assay, primary screen, counter-screen for OPRM1-OPRD1 heterodimer inverse agonist project, full-deck HTS. 340,000 compounds, 0.083% hits. HTR5A cell line, inverse agonism. inhibition, % at 9.3 µM. 5-hydroxytryptamine receptor 5A (Homo sapiens), P47898. AID 504634, 2011; in the data active = inhibition mostly above about 23%, no sharp cut-off; inactive = mostly below about 18%;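 also: 0% = cells with DMSO and 100% = no-cell wells with DMSO; some compounds called inactive have numbers as strong as hits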
PKA-R1A act: activators of PKA-R1A holoenzyme, primary screen, biochemical, fluorescence polarization, Cy5-IP20, bovine R1A, mouse PKAc | PKA-R1A dissociation; scaled: DMSO 0%, 113 µM cGMP 100% | activation, % at 11.4 µM | 340,000 compounds, 0.083% hits;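 active = percent activation above the mean of all tested compounds plus 3 SD, cut at about 19% in these data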;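 also: higher means more PKAc released from R1A so a rise in polarization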
PfHsp90 set2: growth inhibition of PfHsp90-expressing yeast, primary screen, antimalarial PfHsp90 inhibitor project, S. cerevisiae, BacTiter-Glo luminescence, single point, set 2; BacTiter-Glo ATP, 48 h; yeast lacking PDR1 and PDR3 efflux regulators; inhibition, % at 9.4 µM; 310,000 compounds, 0.32% hits; AID 504621, 2011;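 active = every replicate shows inhibition above about 80%, whatever the replicate mean, limit read from the data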;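 also: 0% = DMSO neutral controls and 100% = 20 µM radicicol positive controls; yeast relying on Plasmodium falciparum Hsp90 in place of its own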
* marks the source's active call; other numbers are inactive results; i = inactive; / = no result given.

molecule	phage Ecoli inh	DSG3 Ab inh	Ecoli viability	MOR-DOR inv ag	SUMO Mot1 rescue	HTR5A ag	AddAB inh	OPRM1-OPRD1 ag	HTR5A inv ag	PKA-R1A act	PfHsp90 set2
Cc1ccc(NS(=O)(=O)c2cc(C(N)=O)ccc2C)cc1	1.5	96	-0.1	15	2	1	-1.4	-2.7	-1	2	57
CN1CCN(C(=O)c2ccccc2N(Cc2ccccc2)S(=O)(=O)c2ccccc2)CC1	2.7	99	0.8	0	7	1	0.8	0.0	-5	-8	-8
CC(C)c1ccc(Nc2nc(Cl)nc(Cl)n2)cc1	4.0	123	-1.6	0	63	7	1.8	-0.1	-26	14	-6
CCOC(=O)c1c(NC(=O)c2ccccc2C(=O)O)sc2c1CCCC2	-2.8	68*	-2.1	7	70	4	3.3	-1.5	-22	7	-13
Cc1cc(C)n2c(SCC(=O)NC3CCCC(C)C3C)nnc2n1 (stereo unspecified)	3.3	99	-1.0	11	71	1	0.3	-2.2	4	0	11
CCN(CC)/C(=N\S(=O)(=O)c1ccc(F)cc1)c1ccccc1	2.3	99	1.0	11	551*	-2	0.0	-2.5	8	-2	-5
Cc1nc2ccccc2nc1NS(=O)(=O)c1ccc(N)cc1	1.3	95	0.0	8	449	6	1.4	-1.6	-21	1	2
C=C(C)c1cccc(C(C)(C)NC(=O)Nn2cnnc2)c1	3.1	79	-1.5	4	7	-2	0.2	-0.7	16	-5	-37
Cc1ccc(OCC(=O)O/N=C(\N)c2ccccn2)cc1	3.1	105	3.6	12	4	6	4.9	-2.4	8	-10	16
O=C(COC(=O)C1CCCCC1C(=O)N1CCc2ccccc21)NCc1ccco1 (stereo unspecified)	1.6	/	-2.5	1	-1	1	0.2	-0.2	-13	1	-37
O=C(Nc1ccccc1N1CCCC1)C1CCCO1 (stereo unspecified)	3.2	97	/	11	/	-1	/	-1.9	4	-9	7
COc1cc(C(=O)NCC(=O)OCC(=O)Nc2ncc(Cl)cc2Cl)cc(OC)c1OC	2.3	112	1.9	10	-8	-3	-1.4	-2.1	8	-8	/
Cc1ccc2[nH]c3c(=O)n(CC(=O)N4CC(C)CC(C)C4)ncc3c2c1 (stereo unspecified)	2.1	100	-0.6	1	-9	4	2.0	-0.2	10	-12	0
CCOC(=O)C1(CC2CCCCO2)CCN(Cc2c(C)cc(C)cc2-n2cccn2)CC1 (stereo unspecified)	1.7	95	-0.4	i	8	9	-2.2	199*	-29	-6	-12
CS(=O)(=O)N1CCN(c2ccccc2NC(=O)c2ccc3c(c2)OCCO3)CC1	2.1	124	-0.4	-10	-10	5	3.2	1.3	-16	-1	10
COc1cccc(NC(=O)C2=COCCO2)c1	3.8	101	0.3	10	-3	-5	0.3	-1.5	15	-1	/
O=C(OCC(=O)N1CCN(c2ccccc2)CC1)c1ccco1	2.2	104	/	13	/	-3	/	-2.5	6	6	62
O=C(Cc1coc2cc(O)ccc12)NNC(=O)c1ccc(Br)s1	10	/	-2.2	6	45	-6	-0.8	-1.4	14	-3	-7
Cc1c(NC(=O)Nc2cccc(Cl)c2Cl)c(=O)n(-c2ccccc2)n1C	0.9	103	-1.0	17	8	-2	-0.2	-5.2	12	-7	-24
COCCN(C(=O)Cc1cccs1)C(C(=O)NC1CCCC1)c1cc(OC)c(OC)c(OC)c1 (stereo unspecified)	3.2	96	-0.7	5	5	4	-0.2	-0.9	12	4	-13
CN(Cc1cccc(F)c1)C(=O)Cc1ccc(S(=O)(=O)N2CCOCC2)s1	3.2	105	1.4	10	5	-3	1.5	-2.0	7	-6	/
Nc1nonc1C(=O)NCCc1ccccc1	3.7	104	1.1	2	51	-1	1.5	-0.3	3	-9	-7
CN1CCN(C(=O)NC2CCCCC2)CC1	-0.2	/	-1.3	-6	-11	-1	-0.4	1.1	-8	14	23
COc1cc(NC(=S)NCc2cccnc2)c(OC)cc1Cl	2.2	100	-1.1	13	299	-2	-1.7	-2.7	12	1	0
Fc1ccc(-c2csc3ncnc(Cl)c23)cc1	1.7	106	0.8	-22	3	2	1.8	4.0	1	7	10
CCOC(=O)C1CCN(C(=O)c2ccc(N(C)S(=O)(=O)c3ccc(OC)cc3)cc2)CC1	5.3	99	1.7	13	427	1	3.6	-2.5	-3	3	11
CCC(=O)Oc1ccc(C(=O)Nc2cccc(C(=O)c3ccccc3)c2)cc1	0.2	100	2.0	14	0	4	6.3	-2.5	-11	2	-13
Cc1cccc(Cn2c(N3CCN(c4ccccc4)CC3)nc3c2c(=O)n(C)c(=O)n3C)c1	0.0	99	-2.9	-8	-10	-2	-0.8	1.4	-12	-4	-6
CCOC(=O)CC(=O)CSc1ccc2nnc(-c3ccc(C)cc3)n2n1	1.3	94	-0.2	7	/	1	0.8	-1.3	-7	7	4
CCc1noc(C)c1C(=O)N1CCCC(N2CCN(c3cccc(Cl)c3)CC2)C1 (stereo unspecified)	0.4	110	2.6	2	3	-1	2.3	-0.4	2	-4	-12
CC(C)C1Oc2ccccc2N(CC(=O)N(Cc2ccccn2)C2CC2)C1=O (stereo unspecified)	6.0	/	-0.8	6	-5	2	3.2	-1.1	-7	3	/
O=C1NC2(CCCCCC2)C(=O)N1Cc1ccccc1Cl	1.9	108	-1.2	15	10	-1	0.6	-3.4	4	6	20
CC(C)(C)c1ccc(Cn2ccc(-c3ccc4c(c3)OCO4)n2)cc1	4.3	97	1.9	-7	19	-6	-0.3	1.3	15	2	0
O=C1CC(NS(=O)(=O)c2ccc([N+](=O)[O-])cc2)CN1c1ccc(Cl)cc1 (stereo unspecified)	2.6	96	0.3	-20	-15	0	3.2	3.7	-13	-6	2
CCOc1ccc(NC(=O)CS(=O)(=O)c2cn(C)c3ccccc23)cc1	3.0	106	0.6	-11	94	-2	0.3	2.1	10	-4	-16
CCCCC(=O)N1CCCC(c2nc3c(nnn3Cc3cc(C)ccc3C)c(=O)[nH]2)C1 (stereo unspecified)	-0.9	97	-3.5	5	-6	4	-0.3	-0.9	7	-16	/
Cc1cc(=O)oc2cc(OCC(=O)OCC(=O)Nc3ccccc3F)ccc12	4.6	102	0.1	6	657	2	3.2	-1.1	-6	-9	16
CN(Cc1nc(-c2ccncc2)no1)S(=O)(=O)c1ccccc1	1.8	98	-0.6	4	4	7	4.8	-0.9	-5	-1	7
O=C(C[n+]1ccccn1)c1ccccc1	2.4	97	-2.0	6	13	-5	-1.2	-1.2	20	9	-2
Cc1cccc(CNC(=O)C2CCCN(c3nn4c(=O)cc(C)nc4s3)C2)c1 (stereo unspecified)	2.0	100	-0.9	5	-18	-5	0.3	-0.8	25	7	11
CCN1CCN(CCNC(=O)CCCCCn2c(=O)[nH]c3cc(C(=O)OC)ccc3c2=O)CC1	-0.5	105	1.2	-1	-1	3	2.9	0.2	-9	-1	/
Cc1ccc(SCc2c(C#N)c3ccccc3n2C)cc1	2.6	109	0.8	-2	-1	3	2.4	0.5	7	11	15
CC(CN1CCOCC1)C(=O)O (stereo unspecified)	2.1	/	-1.7	9	-1	1	1.2	-2.2	-3	-4	8
OC(CNCc1ccc2c(c1)OCO2)COc1ccccc1 (stereo unspecified)	0.6	105	1.9	7	-5	-3	4.0	-1.5	12	-10	7
O=P(COc1ccccc1)(c1ccccc1)c1ccccc1	2.6	/	2.4	12	233	-1	3.4	-2.0	2	-7	/
Oc1ccccc1/C=N/NC(=S)NC1CC2C=CC1C2 (stereo unspecified)	4.0	/	-1.6	-38	-1	6	1.0	7.7	-13	-11	-46
COCCC(=O)N1CCCC(C(=O)c2ccccc2SC)C1 (stereo unspecified)	0.6	131	0.1	-5	0	0	-2.0	1.0	0	3	-3
O=C(CNC(=O)c1ccccc1F)c1ccc(Br)cc1	1.8	104	0.2	16	88	1	-2.5	-3.5	-4	-1	3
COc1ccc(C)cc1NC(=O)CNC(=O)Cn1ccc2ccccc2c1=O	2.6	/	-0.8	16	-4	-2	0.2	-2.7	-22	5	8
O=C(c1cc(-c2ccc(Cl)cc2)on1)N1CCCCCC1	2.0	94	0.0	-19	-12	-6	-0.4	3.0	-15	-9	7
Cc1ccc(CCNC(=O)C2CCC(=O)N(CC3CCCCC3)C2)cc1 (stereo unspecified)	1.4	115	2.2	-4	-4	-2	-0.6	0.7	6	6	-14
COc1ccc(C(=O)Nc2ccc([N+](=O)[O-])cn2)c(OC)c1	1.9	95	1.8	-3	7	0	4.8	0.6	0	3	0

Part of the list above with just MOR-DOR inv ag:
| SMILES | MOR-DOR inv ag |
| --- | --- |
| CCCCC(=O)N1CCCC(c2nc3c(nnn3Cc3cc(C)ccc3C)c(=O)[nH]2)C1 (stereo unspecified) | 5 |
| Cc1cc(=O)oc2cc(OCC(=O)OCC(=O)Nc3ccccc3F)ccc12 | 6 |

Entries from the list above containing an aryl methoxy group:
molecule	phage Ecoli inh	DSG3 Ab inh	Ecoli viability	MOR-DOR inv ag	SUMO Mot1 rescue	HTR5A ag	AddAB inh	OPRM1-OPRD1 ag	HTR5A inv ag	PKA-R1A act	PfHsp90 set2
COc1cc(C(=O)NCC(=O)OCC(=O)Nc2ncc(Cl)cc2Cl)cc(OC)c1OC	2.3	112	1.9	10	-8	-3	-1.4	-2.1	8	-8	/
COc1cccc(NC(=O)C2=COCCO2)c1	3.8	101	0.3	10	-3	-5	0.3	-1.5	15	-1	/
COCCN(C(=O)Cc1cccs1)C(C(=O)NC1CCCC1)c1cc(OC)c(OC)c(OC)c1 (stereo unspecified)	3.2	96	-0.7	5	5	4	-0.2	-0.9	12	4	-13
COc1cc(NC(=S)NCc2cccnc2)c(OC)cc1Cl	2.2	100	-1.1	13	299	-2	-1.7	-2.7	12	1	0
CCOC(=O)C1CCN(C(=O)c2ccc(N(C)S(=O)(=O)c3ccc(OC)cc3)cc2)CC1	5.3	99	1.7	13	427	1	3.6	-2.5	-3	3	11
COc1ccc(C)cc1NC(=O)CNC(=O)Cn1ccc2ccccc2c1=O	2.6	/	-0.8	16	-4	-2	0.2	-2.7	-22	5	8
COc1ccc(C(=O)Nc2ccc([N+](=O)[O-])cn2)c(OC)c1	1.9	95	1.8	-3	7	0	4.8	0.6	0	3	0
